TAG inh – inhibitors of triacylglycerol accumulation | H9c2 cells, Nile Red lipid (TAG) fluorescence; cells loaded with 200 µM oleic acid | inhibition, % at 12.5 µM | hit rate 0.66% among 230,000 | AID 651582;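 active = pattern-corrected inhibition of lipid staining of at least 50% with the nuclear-stain viability signal not falling by more than 50%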;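 note: 0% = DMSO wells and 100% = triacsin C control wells; some results filed as inactive read as strong as hits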
TAG inh DAPI viability – recorded beside TAG inh, whose call it bears; DAPI nuclei signal change (viability), lower = more cytotoxic, %;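 whole-well DAPI fluorescence read on a plate reader as a viability signal; minus 50 percent equals half of cells still viable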
An asterisk follows results filed as active.

What do the screens show for `CC(C)NC(=O)c1ccccc1-c1nc(-c2ccccc2Cl)no1`?
TAG inh: -5; TAG inh DAPI viability: -2

How did COC(=O)c1sc(S(=O)(=O)Oc2ccccc2NC(C)=O)c(C(=O)OC)c1C do in these assays?
TAG inh: -6; TAG inh DAPI viability: -11

Results for Cc1nn(-c2ccccc2)c(C)c1-c1cc(C(=O)N/N=C/c2ccc(O)cc2)[nH]n1 ?
TAG inh: 2; TAG inh DAPI viability: 11

How did CCC(=O)Nc1nc2ccccc2n1CCN(C)C do in these assays?
TAG inh: 40; TAG inh DAPI viability: -17

Results for CN(Cc1cccc(F)c1)C(=O)CN1C(=O)NC2(CCc3ccccc32)C1=O (stereo unspecified) ?
TAG inh: 15; TAG inh DAPI viability: -9

Results for COc1cc(/C=N\NC(=O)C2C(=O)NCC2c2ccccc2)cc(OC)c1O (stereo unspecified) ?
TAG inh: -8; TAG inh DAPI viability: 0

Results for CC(C)CN(C(=O)CSc1nn(-c2ccc(Cl)cc2)c(=S)s1)C1CCS(=O)(=O)C1 (stereo unspecified) ?
TAG inh: -4; TAG inh DAPI viability: 5

What do the screens show for `CC(=O)N(CN1C(=O)c2ccccc2C1=O)c1ccccc1`?
TAG inh: 24; TAG inh DAPI viability: -11

Results for CCOCC(=O)Nc1ccc(S(=O)(=O)NCC2CCCO2)cc1 (stereo unspecified) ?
TAG inh: 6; TAG inh DAPI viability: -8

Results for O=C(O)c1cscn1 ?
TAG inh: 2; TAG inh DAPI viability: -6

Results for OC1(c2ccccc2Cl)NN=C2CCCCCN21 (stereo unspecified) ?
TAG inh: -2; TAG inh DAPI viability: 5

How did O=C(Nc1cccc(Cl)c1)c1csc([C@H]2C[C@H](O)[C@@H](CO)O2)n1 do in these assays?
TAG inh: -1; TAG inh DAPI viability: -8

Among those listed so far, these contain four or more nitrogen atoms.
Results for Cc1nn(-c2ccccc2)c(C)c1-c1cc(C(=O)N/N=C/c2ccc(O)cc2)[nH]n1 ?
TAG inh: 2; TAG inh DAPI viability: 11

How did CCC(=O)Nc1nc2ccccc2n1CCN(C)C do in these assays?
TAG inh: 40; TAG inh DAPI viability: -17

Returning to the listing, starting three compounds before the break.
Results for O=C(O)c1cscn1 ?
TAG inh: 2; TAG inh DAPI viability: -6

Results for OC1(c2ccccc2Cl)NN=C2CCCCCN21 (stereo unspecified) ?
TAG inh: -2; TAG inh DAPI viability: 5

How did O=C(Nc1cccc(Cl)c1)c1csc([C@H]2C[C@H](O)[C@@H](CO)O2)n1 do in these assays?
TAG inh: -1; TAG inh DAPI viability: -8

Results for Cc1ccc(S(=O)(=O)/N=c2\scc(C)n2C)cc1 ?
TAG inh: -8; TAG inh DAPI viability: 4

Results for N#CCCn1nc(-c2ccccc2)cc1-n1c(C(F)(F)F)nc2ccccc21 ?
TAG inh: -6; TAG inh DAPI viability: -5

How did CC(Sc1n[nH]c(N)n1)C(=O)Nc1ccccc1-c1ccccc1 (stereo unspecified) do in these assays?
TAG inh: -4; TAG inh DAPI viability: -2

What do the screens show for `Cc1cc(NC(=O)C(=O)NCCN2CCN(S(C)(=O)=O)CC2)ccc1Br`?
TAG inh: -26; TAG inh DAPI viability: -4

What do the screens show for `COCCn1c(-c2ccc(Cl)cc2)cnc1SCC(=O)NCc1cccs1`?
TAG inh: -1; TAG inh DAPI viability: 4

Results for CC(=O)c1ccc(Nc2nc(C(N)COCc3ccccc3)cs2)cc1 (stereo unspecified) ?
TAG inh: -7; TAG inh DAPI viability: 23

Results for c1ccc(COc2cccc(-c3cc4nc(NCCOc5ccccc5)ccn4n3)c2)cc1 ?
TAG inh: 11; TAG inh DAPI viability: 26

Results for c1ccc(-c2nc(-n3ccnc3)nc(-n3ccnc3)n2)cc1 ?
TAG inh: 15; TAG inh DAPI viability: -4

Results for Cn1c(=O)c2c(ncn2CC(=O)N2CCN(S(=O)(=O)c3ccccc3)CC2)n(C)c1=O ?
TAG inh: 8; TAG inh DAPI viability: 0

Results for CSc1ccc(CN(C)C(C)C(=O)Nc2ccc(F)c(F)c2F)cc1 (stereo unspecified) ?
TAG inh: -5; TAG inh DAPI viability: -10

Results for COc1cccc(-c2nn(C)c3sc(C(=O)N4CCN(c5ccccn5)CC4)cc23)c1 ?
TAG inh: -31; TAG inh DAPI viability: -9

How did COc1cc(NC(=O)c2ccccc2Cl)c(OC)cc1NC(=O)CN1CCCCC1 do in these assays?
TAG inh: -1; TAG inh DAPI viability: -6

What do the screens show for `NS(=O)(=O)c1ccc(CNC(=O)c2ccc(NS(=O)(=O)c3cccs3)cc2)cc1`?
TAG inh: 3; TAG inh DAPI viability: 9

Results for CCCOc1ccc(/C=N/NC(=O)CSc2ccccn2)cc1OC ?
TAG inh: -12; TAG inh DAPI viability: 6

How did Cc1ccc(NC(=O)CN(C)C(=O)CNC(=O)c2sc3ccccc3c2Cl)cc1 do in these assays?
TAG inh: -5; TAG inh DAPI viability: -18

What do the screens show for `CCOc1cc([C@@H]2C[C@H]3CN(c4ccccc4)C(=O)[C@]34CCCN24)ccc1OC`?
TAG inh: 85; TAG inh DAPI viability: -64

What do the screens show for `Cc1cc2occ(CC(=O)N(C)CC(=O)Nc3ccccc3Br)c2cc1C`?
TAG inh: -25; TAG inh DAPI viability: 2

How did O=C(NCCc1c[nH]c2ccccc12)/C(=C\c1cccs1)NC(=O)c1ccccc1 do in these assays?
TAG inh: 3; TAG inh DAPI viability: -11

Results for NC(=O)c1nsc(C(=O)N(CC(=O)NC2CCCC2)Cc2ccc3c(c2)OCO3)c1N ?
TAG inh: -6; TAG inh DAPI viability: -15

What do the screens show for `O=C(COC(=O)c1ccccc1-n1cnnn1)c1ccc(F)c(F)c1`?
TAG inh: -6; TAG inh DAPI viability: 3

What do the screens show for `CCC(C)n1c(SCC(=O)NCc2ccco2)nnc1-c1cccc(S(=O)(=O)N2CCOCC2)c1` (stereo unspecified)?
TAG inh: -12; TAG inh DAPI viability: -6

How did O=C(COc1ccc(S(=O)(=O)N2CCCCC2)cc1)Nc1ccccc1F do in these assays?
TAG inh: -3; TAG inh DAPI viability: 3

Results for CN(C)c1ccc(S(=O)(=O)N2CCCCC2)cc1NC(=O)CCNC(=O)c1ccc(Cl)cc1 ?
TAG inh: -11; TAG inh DAPI viability: 1

How did Cc1cc(C)n2nc(SCC(=O)N3CCOCC3)nc2n1 do in these assays?
TAG inh: 14; TAG inh DAPI viability: 0

What do the screens show for `CCS(=O)(=O)c1ccc2oc(SCC(=O)Nc3ccc(OC)c(OC)c3)nc2c1`?
TAG inh: -1; TAG inh DAPI viability: 6

Results for CCOC(=O)c1cnc(SCC(=O)OC)nc1N ?
TAG inh: -16; TAG inh DAPI viability: -11

What do the screens show for `COc1cccc(CNC(=O)c2ccccc2SCC(=O)N2CCCC2)c1`?
TAG inh: -16; TAG inh DAPI viability: 2

Results for CCCCSc1n[nH]c(=S)c2nc[nH]c12 ?
TAG inh: 2; TAG inh DAPI viability: -5

Results for CN(CCCCCCN(C)Cc1ccccc1O)Cc1ccccc1O ?
TAG inh: 1; TAG inh DAPI viability: 6

How did COc1ccccc1CC(=O)N1CCN(c2ccccc2F)CC1 do in these assays?
TAG inh: 2; TAG inh DAPI viability: -3

How did CC[C@H](C)[C@H](NC(=O)[C@H](Cc1ccc(O)cc1)NC(=O)[C@@H](N)C(C)C)C(=O)N[C@@H](Cc1cnc[nH]1)C(=O)N1CCC[C@H]1C(=O)N[C@@H](Cc1ccccc1)C(=O)O do in these assays?
TAG inh: -10; TAG inh DAPI viability: -6

What do the screens show for `O=C(Nc1ccncc1)Nc1ccc(F)c(Cl)c1`?
TAG inh: 9; TAG inh DAPI viability: 14

What do the screens show for `COc1ccc([N+](=O)[O-])cc1NC(=O)c1ccccc1N(C)S(C)(=O)=O`?
TAG inh: 5; TAG inh DAPI viability: -9

How did COc1ccc(NS(=O)(=O)c2cccc(C(=O)NCCc3ccc(S(N)(=O)=O)cc3)c2)cc1 do in these assays?
TAG inh: -20; TAG inh DAPI viability: 6

Results for C/C(=N\NC(=O)c1c(Cl)cnn1C)c1cccc(NC(=O)COc2ccccc2)c1 ?
TAG inh: -16; TAG inh DAPI viability: 0

What do the screens show for `Fc1ccc(-c2ccc3c(c2)C2CC3CCN2)cc1` (stereo unspecified)?
TAG inh: 25; TAG inh DAPI viability: 0

How did O=[N+]([O-])c1ccc(Oc2cccnc2)nc1 do in these assays?
TAG inh: 0; TAG inh DAPI viability: -6

What do the screens show for `COc1ccc([C@@H]2C[C@H](c3ccccc3)Oc3cc(C)cc(C)c32)cc1`?
TAG inh: -48; TAG inh DAPI viability: 5

How did Cc1cc(C)c(C)c(S(=O)(=O)NC(C(=O)O)C(C)C)c1C (stereo unspecified) do in these assays?
TAG inh: -12; TAG inh DAPI viability: 8

What do the screens show for `OCc1ccc(-c2cncc3nccn23)cc1`?
TAG inh: -1; TAG inh DAPI viability: 1

What do the screens show for `Cc1ccc(-n2nnnc2SCC(=O)N2CCN(C(=O)c3ccco3)CC2)c(C)c1`?
TAG inh: -22; TAG inh DAPI viability: 0

Results for Cn1cc(Br)c(C(=O)NNC(=O)c2cccc(Br)c2)n1 ?
TAG inh: 7; TAG inh DAPI viability: 4

How did O=C(COC(=O)CC1c2ccccc2CCN1S(=O)(=O)c1ccccc1)Nc1ccccc1 (stereo unspecified) do in these assays?
TAG inh: -4; TAG inh DAPI viability: 1

What do the screens show for `O=C(Nc1ccccc1)N1CCN(c2ccc(C(F)(F)F)cn2)CC1`?
TAG inh: -8; TAG inh DAPI viability: 3

Results for NS(=O)(=O)c1cccc(NC(=O)c2cc(-c3cccs3)nc3ccccc23)c1 ?
TAG inh: 18; TAG inh DAPI viability: 12

What do the screens show for `Cc1ccc(C(=O)NC(=S)N2CCCCCC2)cc1`?
TAG inh: -21; TAG inh DAPI viability: 8

Results for O=C(OCC(=O)N(C1CCCCC1)C1CCCCC1)c1ccc(Cl)nc1 ?
TAG inh: 2; TAG inh DAPI viability: 5

What do the screens show for `COCCn1c(C)cc(C(=O)COC(=O)/C=C/c2c(C)nn(C3CCS(=O)(=O)C3)c2Cl)c1C` (stereo unspecified)?
TAG inh: 1; TAG inh DAPI viability: -1

What do the screens show for `Cc1cccc(Cl)c1NC(=S)NN`?
TAG inh: 0; TAG inh DAPI viability: 5

Results for CC(C)(CNC(=O)c1cccc(S(=O)(=O)NCc2ccccc2)c1)N1CCOCC1 ?
TAG inh: -1; TAG inh DAPI viability: 1

How did CCN(C[C@H]1N[C@@](CC)(C(=O)OC)[C@H]2C(=O)N(C)C(=O)[C@@H]12)C(=O)Nc1ccc(OC)cc1 do in these assays?
TAG inh: 4; TAG inh DAPI viability: 2

How did CC12CCC(=O)N1C(C(=O)N1CCN(c3cccc(Cl)c3)CC1)CS2 (stereo unspecified) do in these assays?
TAG inh: -2; TAG inh DAPI viability: -3

Results for CCCCNC(=O)N1CCN(c2ccccc2OCC)CC1 ?
TAG inh: 4; TAG inh DAPI viability: -10

Results for COCCN(C(=O)COC(=O)C(c1ccccc1)c1ccccc1)c1c(N)n(Cc2ccccc2)c(=O)[nH]c1=O ?
TAG inh: 10; TAG inh DAPI viability: 4

What do the screens show for `Cc1ccc(S(=O)(=O)C(c2ccccc2)c2c(C)noc2C)cc1` (stereo unspecified)?
TAG inh: -4; TAG inh DAPI viability: -9

What do the screens show for `CCOc1ccccc1N1CCN(C(=O)C2c3ccccc3Oc3ccccc32)CC1`?
TAG inh: 2; TAG inh DAPI viability: -3

How did O=C(O)c1ccccc1NS(=O)(=O)c1ccc2c3c(cccc13)C(=O)N2 do in these assays?
TAG inh: 4; TAG inh DAPI viability: -7

Results for Cc1cc(C)cc(NC(=O)C(c2ccccc2)N2CCN(CC(=O)N3CCCC3)CC2)c1 (stereo unspecified) ?
TAG inh: -9; TAG inh DAPI viability: 1

Results for CCCCCC(=O)N/N=C(\C)c1ccc(NC(=O)c2ccco2)cc1 ?
TAG inh: -11; TAG inh DAPI viability: 11

How did COC(=O)c1cccc(N2C(=O)c3ccccc3S2(=O)=O)c1 do in these assays?
TAG inh: -20; TAG inh DAPI viability: 4

Two entries picked at random from those above, as already listed:
Results for CCCCCC(=O)N/N=C(\C)c1ccc(NC(=O)c2ccco2)cc1 ?
TAG inh: -11; TAG inh DAPI viability: 11

What do the screens show for `Cc1ccc(S(=O)(=O)C(c2ccccc2)c2c(C)noc2C)cc1` (stereo unspecified)?
TAG inh: -4; TAG inh DAPI viability: -9

Later entries:
What do the screens show for `O=C(Nc1ccccc1)c1cc(C2CCCN(C(=O)C3CC3)C2)on1` (stereo unspecified)?
TAG inh: 3; TAG inh DAPI viability: -3

Results for COC(=O)C(CC(C)C)NC(=O)c1cc(OC)c(OC)c(OC)c1 (stereo unspecified) ?
TAG inh: 6; TAG inh DAPI viability: 1

How did O=C1N[C@@H](c2ccccc2)COC(=O)[C@H](Cc2ccc(F)cc2)C/C=C\C[C@@H]1CC(=O)N(CCO)Cc1ccccc1 do in these assays?
TAG inh: 15; TAG inh DAPI viability: -6

What do the screens show for `OC(c1ccc(Cl)cc1)c1ncc(-c2ccccc2F)[nH]1` (stereo unspecified)?
TAG inh: -23; TAG inh DAPI viability: 5

How did COc1cccc(NC(=O)C2CCCN(S(=O)(=O)c3ccc(-n4cnnn4)cc3)C2)c1 (stereo unspecified) do in these assays?
TAG inh: 19; TAG inh DAPI viability: -6

What do the screens show for `COc1ccc(C2c3sc(=O)[nH]c3SC3C4CCC(C4)C23)cc1OC` (stereo unspecified)?
TAG inh: 8; TAG inh DAPI viability: -5

What do the screens show for `Cc1cccc2nc(CNc3ccc(F)cc3)cn12`?
TAG inh: -8; TAG inh DAPI viability: -3

How did COC(=O)c1ccccc1S(=O)(=O)NNC(=O)C1COc2ccccc2O1 (stereo unspecified) do in these assays?
TAG inh: 4; TAG inh DAPI viability: -12

What do the screens show for `Cc1ccc(S(=O)(=O)/N=C(\CSC(N)=O)Nc2ccccc2)cc1`?
TAG inh: -10; TAG inh DAPI viability: -8

Source: PubChem

An excerpt; count on the stated rates, not on these rows.
